NPY Y2 blocker – blocks the human neuropeptide Y Y2 receptor. AID 793. actives 0.99% (n = 140,000). NPY-Y2 expressing cells, antagonist mode. inhibition, % at 2.7 µM. P49146; in the data active = inhibition above about 17%;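 note: 0% = vehicle with agonist challenge and 100% = reference antagonist with challenge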
Target sequence (P49146 whole entry, looked up): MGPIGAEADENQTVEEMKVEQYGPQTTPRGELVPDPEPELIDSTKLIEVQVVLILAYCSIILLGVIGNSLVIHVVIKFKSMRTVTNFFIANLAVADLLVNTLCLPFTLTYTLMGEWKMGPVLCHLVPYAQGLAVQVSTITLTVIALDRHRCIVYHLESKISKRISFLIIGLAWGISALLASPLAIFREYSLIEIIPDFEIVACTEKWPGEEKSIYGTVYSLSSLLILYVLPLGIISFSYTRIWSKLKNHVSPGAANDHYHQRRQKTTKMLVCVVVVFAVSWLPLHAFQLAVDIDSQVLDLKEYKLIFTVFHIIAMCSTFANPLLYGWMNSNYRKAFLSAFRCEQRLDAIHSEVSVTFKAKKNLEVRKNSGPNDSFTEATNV
bCat KO growth – beta-catenin-lacking colon tumor cell growth suppression. actives 1.5% (n = 140,000). HCT116 beta-catenin knockout viability, CellTiter-Glo, 60 h; stronger effect = lower value. viability, % at 10 µM;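 active = viability at or under a set limit, the compound median less 4 SD, cut at about 6% in these data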;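 note: 0% = Hyamine 1622 control at 20 µM and 100% = untreated cell control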
MRP-1 activ – activators of MRP-1; actives 0.61% (n = 140,000); viability increase, % at 10 µM; AID 799; H69AR cells + doxorubicin, viability rescue, CellTiter-Glo;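 active = viability gain under doxorubicin at or above a set limit, the compound median plus 3 SD, cut at about 4.7% in these data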;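 note: MRP-1 overexpressing cells given doxorubicin 25 µM after compound pretreatment; 18-22 h compound pretreatment then 72 h with doxorubicin before readout; 0% = doxorubicin-only wells and 100% = vehicle-treated cells without doxorubicin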
PTEN del growth – PTEN-deleted cell growth suppression; HCT116 PTEN-null viability, CellTiter-Glo, 60 h; stronger effect = lower value; viability, % at 10 µM; actives 1.2% (n = 140,000); AID 827;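 active = viability at or below a set limit, 4 SD under the median of all tested compounds, cut at about 3.7% in these data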;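 note: PTEN knockout HCT116 line with beta catenin targeted HCT116 as companion control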
Measles CPE – protection of cells from measles virus; actives 1.5% (n = 140,000); Measles virus-infected cells, CPE protection, absorbance; protection (pct of control), % at 4 µM; in the data active = protection mostly above about 24%, no sharp cut-off; inactive = mostly below about 26%; note: some compounds called inactive have numbers as strong as hits
E-sel TNF inh – blocks E-selectin expression induced by TNF alpha; HUVEC TNFa-induced E-selectin immunofluorescence, high content; inhibition, % at 2 µM; actives 0.71% (n = 120,000); AID 1246;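 active = inhibition above the batch mean plus 3 SD, and confirmed as a hit on visual image review, cut at about 43% in these data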;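 note: 0% = TNF-stimulated DMSO wells and 100% = unstimulated control wells; not every result past the cut was called active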
Yeast life ext – yeast lifespan extension | AID 775 | actives 0.68% (n = 130,000) | S. cerevisiae growth with nicotinamide, OD615; deaD strain in restrictive glucose medium | inhibition of the nicotinamide effect, % at 10 µM;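 active = inhibition above a set limit, placed 3 SD over the median of all compounds, cut at about 26% in these data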;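 note: 0% = nicotinamide-treated wells and 100% = cells grown without nicotinamide; some compounds called inactive have numbers as strong as hits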
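System: DeaD-strain S. cerevisiae / Buffer or medium: CSMM-D, restrictive glucose (dextrose) synthetic minimal medium / Probe or stimulus: nicotinamide, 1.5 mM, co-present with compound / Compound: one concentration, 10 µM, DMSO 0.25% / Incubation: 48 h compound exposure at 30 °C, humidified / Technique: optical density (absorbance) at 615 nm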
Phagocytosis inh – macrophage phagocytosis inhibition. J774A.1 macrophage IgG-bead phagocytosis, imaging. inhibition, % at 5 µM. actives 0.07% (n = 110,000). AID 1029;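 active = inhibition above the mean of the plate negative controls plus 5 SD, cut at about 13% in these data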;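 note: phagocytic index as fraction of beads internalized from green versus red external bead signal; plate controls were DMSO negative control for no effect and cytochalasin-D positive control for full effect; some results beyond the cut were filed as inactive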
BB579 growth dn – yeast BB579 growth reduction in restrictive medium; AID 804; actives 0.51% (n = 140,000); S. cerevisiae BB579 growth, OD615, 48 h; inhibition, % at 10 µM;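 active = inhibition above a set limit, 3 SD over the mean compound inhibition, cut at about 44% in these data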; note: inactives centre near -24
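Test system: S. cerevisiae DeaD strain BB579 yeast; Medium: restrictive CSMM-D medium; Compound: one dose, 10 µM compound with 0.25% DMSO; Incubation: 4 h cell preincubation, 48 h compound exposure, 30 °C humidified; Signal: OD at 615 nm; Benchmarks: amphotericin B at 10 µg/mL as positive control.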
GALR2 antag – antagonists of human galanin receptor 2 (GALR2); O43603; actives 0.39% (n = 140,000); inhibition, % at 4 µM; GALR2-expressing cells, antagonist mode; in the data active = inhibition above about 27%;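 note: cells stimulated with galanin 1-16 at roughly its EC80; 0% = agonist challenge control and 100% = basal control without agonist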
Target sequence (O43603 whole entry, looked up): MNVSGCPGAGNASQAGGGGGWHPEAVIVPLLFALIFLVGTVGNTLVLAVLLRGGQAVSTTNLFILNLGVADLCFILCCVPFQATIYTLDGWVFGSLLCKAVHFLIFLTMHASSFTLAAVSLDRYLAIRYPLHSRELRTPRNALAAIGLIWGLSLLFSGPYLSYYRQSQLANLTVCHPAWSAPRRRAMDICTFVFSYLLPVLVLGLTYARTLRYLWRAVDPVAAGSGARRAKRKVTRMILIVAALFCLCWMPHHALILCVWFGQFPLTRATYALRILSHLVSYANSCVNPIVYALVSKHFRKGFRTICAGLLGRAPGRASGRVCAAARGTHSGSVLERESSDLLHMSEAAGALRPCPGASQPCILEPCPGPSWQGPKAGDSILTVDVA
Numbers without * were called inactive; . = not tested or not shown; & = joins results of further samples.

SMILES	NPY Y2 blocker	bCat KO growth	MRP-1 activ	PTEN del growth	Measles CPE	E-sel TNF inh	Yeast life ext	Phagocytosis inh	BB579 growth dn	GALR2 antag
Cc1nc(SCC(=O)NCCc2ccccc2)nc(C)c1C	4	99	-1.7	100	12	11	-10	0	-46	-12
COc1ccc(-c2oc3ncn4nc(COc5ccccc5)nc4c3c2-c2ccc(OC)cc2)cc1	-1	93	-1.9	97	3	-12	-6	0	-32	10
Cc1csc(/N=C/c2ccc([N+](=O)[O-])cc2)n1	1	98	-3.8	97	4	-12	-2	-3	0	-4
CCn1c(SCC(=O)N/N=C/C=C/c2ccccc2[N+](=O)[O-])nnc1-c1ccccc1	4	76	-3.0	75	14	.	3	-16	-5	20
CN1C(=S)SC(C)(C)C1(C)NO (configuration not stated)	-1	97	-3.5	93	9	.	-12	4	-23	-3
CC(C)OC(=O)Cn1c(=O)oc2ccccc21	-1	87	0.0	89	2	6	-1	-1	-19	-1
Cn1c(=O)oc2cc(S(=O)(=O)Nc3cccc(F)c3)ccc21	0	94	-0.6	102	25	-23	-1	.	-44	5
Cc1nn(C)cc1C(C(=O)NC1CCCCC1)N(C(=O)Cc1cccs1)c1ccc(Cl)cc1 (configuration not stated)	7	76	-3.2	68	32	-8	3	-6	-36	13
Cc1ccc(/C(N)=N/OC(=O)c2ccc(F)cc2)cc1	5	85	-1.3	80	5	-46	-14	0	-19	0
Cc1c(/C(Cc2ccccc2)=N/O)c2ccccc2n1C	2	85	-0.3	76	5	-13	.	.	-1	0
Cc1c(/C=N/n2cnnc2)c2ccccc2n1CCOc1ccc(Cl)cc1	2	102	0.2	102	20	27	-6	0	-47	2
CCOc1ccc(NC(=O)N(C2CCCCC2)C(C)c2ccncc2)cc1 (configuration not stated)	0	98	-2.8	99	10	-13	-5	.	-24	-10
COc1ccc(N2CCN(CC(=O)Nc3ccc(-n4cnnn4)cc3)CC2)cc1	-1	82	-4.5	85	3	13	1	.	-47	-2
CCNC(=O)N1CCOCC1	1	98	-0.2	99	8	2	-3	0	-16	-1
COc1cc(C=C(c2nc3ccccc3s2)c2nc3ccccc3s2)ccc1O	1	51	-3.9	44	18	.	-2	-10	-38	6
O=C(OCc1nc2ccc(Cl)cc2n1CCO)c1ccc(O)cc1	-1	89	-2.9	94	5	.	0	2	-19	14
COc1ccc(Cc2nnc(NC(=O)CSc3ccc(C)cc3)s2)cc1OC	9	102	-0.7	94	2	-16	-17	-2	8	5
O=C(CSc1nc(O)c(Cc2ccccc2)c(=O)n1-c1ccccc1)N1CCOCC1	0	94	-1.0	99	20	-8	-5	-1	-29	11
CC(=O)Oc1ccc(Oc2ccc(-c3noc(C)n3)cc2)cc1	3	86	-2.0	76	25	-4	-13	5	-12	-6
Cn1c(=O)[nH]c(=O)c2c1nc(Sc1ccccc1)n2CCc1ccccc1	2	62	-0.8	65	7	.	-1	0	-55	10
CNCCOc1ccccc1-c1ccccc1	4	81	-0.9	91	20	6	-2	0	-5	8
Cc1ccccc1-c1nc(-c2ccc(NC(=O)c3ccc4c(c3)OCO4)cc2)no1	3	12	-1.5	7	5	-8	-13	-2	-26	2
CCN(CC)S(=O)(=O)c1ccc(C(=O)Nc2nnc(C(C)C)s2)cc1	-2	89	1.0	95	7	5	1	-2	4	6
CC(=O)NS(=O)(=O)c1ccc(N=c2ssc3c2-c2cc(C)ccc2NC3(C)C)cc1	1	98	-3.2	90	4	.	-2	-2	-23	-4
Cc1ccc(OCC(=O)N2CCN(C(=O)CCC3CCCC3)CC2)cc1	3	90	-0.3	100	8	-18	-2	0	-15	-11

Reformatted with values under each structure: part of the list above
Order of values: NPY Y2 blocker | bCat KO growth | MRP-1 activ | PTEN del growth | Measles CPE | E-sel TNF inh | Yeast life ext | Phagocytosis inh | BB579 growth dn | GALR2 antag
COc1ccc(-c2oc3ncn4nc(COc5ccccc5)nc4c3c2-c2ccc(OC)cc2)cc1
→ -1 | 93 | -1.9 | 97 | 3 | -12 | -6 | 0 | -32 | 10
Cc1csc(/N=C/c2ccc([N+](=O)[O-])cc2)n1
→ 1 | 98 | -3.8 | 97 | 4 | -12 | -2 | -3 | 0 | -4
CCn1c(SCC(=O)N/N=C/C=C/c2ccccc2[N+](=O)[O-])nnc1-c1ccccc1
→ 4 | 76 | -3.0 | 75 | 14 | . | 3 | -16 | -5 | 20
CN1C(=S)SC(C)(C)C1(C)NO (configuration not stated)
→ -1 | 97 | -3.5 | 93 | 9 | . | -12 | 4 | -23 | -3
CC(C)OC(=O)Cn1c(=O)oc2ccccc21
→ -1 | 87 | 0.0 | 89 | 2 | 6 | -1 | -1 | -19 | -1
Cn1c(=O)oc2cc(S(=O)(=O)Nc3cccc(F)c3)ccc21
→ 0 | 94 | -0.6 | 102 | 25 | -23 | -1 | . | -44 | 5

Whole records, quoted from the list. Values in the order: NPY Y2 blocker | bCat KO growth | MRP-1 activ | PTEN del growth | Measles CPE | E-sel TNF inh | Yeast life ext | Phagocytosis inh | BB579 growth dn | GALR2 antag
Entry for Cc1nn(C)cc1C(C(=O)NC1CCCCC1)N(C(=O)Cc1cccs1)c1ccc(Cl)cc1 (configuration not stated) → 7 | 76 | -3.2 | 68 | 32 | -8 | 3 | -6 | -36 | 13
Entry for Cc1c(/C=N/n2cnnc2)c2ccccc2n1CCOc1ccc(Cl)cc1 → 2 | 102 | 0.2 | 102 | 20 | 27 | -6 | 0 | -47 | 2
Entry for Cc1c(/C(Cc2ccccc2)=N/O)c2ccccc2n1C → 2 | 85 | -0.3 | 76 | 5 | -13 | . | . | -1 | 0

Further structures
SMILES	NPY Y2 blocker	bCat KO growth	MRP-1 activ	PTEN del growth	Measles CPE	E-sel TNF inh	Yeast life ext	Phagocytosis inh	BB579 growth dn	GALR2 antag
COc1ccc2nc(-n3c(C)ccc3C)sc2c1	2	90	-2.9	89	12	9	-11	-1	-46	5
CC1CCCCN1C(=O)COC(=O)c1n[nH]c2ccccc12 (configuration not stated)	4	103	0.3	102	3	21	-11	-2	-42	12
COc1ccc(/C(O)=C2\C(=O)C(=O)N(c3cc(C)on3)C2c2cccc(OC)c2OC)cc1C (configuration not stated)	2	99	-1.4	101	7	.	3	0	-16	-2
O=C(CCCOc1ccc(Cl)cc1Cl)Nc1cccnc1	2	83	2.7	81	7	-22	-31	-1	-63	4
Cc1ccc(CNC(=O)C2CCCN(c3nc4ccccc4o3)C2)cc1 (configuration not stated)	2	101	-0.8	93	23	-6	1	.	-17	-3
COCCSc1ccccc1C(=O)NCC1CCCO1 (configuration not stated)	1	104	-1.8	97	18	9	-9	-2	-20	-10
COc1ccc(NC(=O)COc2nc(N(C)C)nc(N(C)C)n2)cc1	3	110	-0.9	91	4	-18	-12	-2	-7	-7
CN(C)C=NC(=O)/C(C#N)=C1\CCc2ccccc2N1	-5	82	-3.7	70	0	11	-10	0	-30	-1
COc1ccc([C@H]2[C@H](C(C)=O)N3N=Cc4ccccc4C3C23C(=O)OC(C)(C)OC3=O)cc1 (some centres not stated)	2	64	-0.4	69	9	.	30*	5	-15	0
CCN(CC)C(=O)COc1ccc2oc(C)c(C(=O)OC(C)C)c2c1	3	88	-4.2	92	10	5	-2	0	-23	-7
CC(=O)c1nn(-c2cccc(Br)c2)cc1C(=O)c1cccc2ccccc12	7	86	0.4	93	1	27	-6	5	-19	13
CCC(C(=O)Nc1ccccc1C(=O)N1CCCC1)N1C(=O)c2ccccc2C1=O (configuration not stated)	1	98	-1.9	102	-1	8	1	0	-25	5
Cc1ccc2nc(Nc3nc(CSc4nnnn4-c4ccccc4)cc(=O)[nH]3)nc(C)c2c1	-3	81	-2.3	75	19	32	-1	-1	-19	-9
O=[N+]([O-])c1cc(/C=N/O)ccc1SCc1ccccc1	2	91	-3.3	96	75*	-8	-8	.	-28	-8
CCN1CCN(C(=O)Cn2ncc3ccsc3c2=O)CC1	0	86	-1.6	87	11	.	-3	0	-15	8
O=C(/C=C/c1cccc([N+](=O)[O-])c1)NCCSCc1cccc(Cl)c1	9	90	-0.9	86	6	-1	-2	-8	-31	-7
COc1ccccc1NC(=S)NCCc1ccccc1	2	93	-2.5	93	4	-13	-21	.	-6	9
CCOC(=O)c1ccc(NC(=O)Nc2c(C)nn(C)c2C)cc1	7	103	-1.3	88	15	-9	-19	-1	-42	-12
O=C(CCCN1C(=O)c2ccccc2C1=O)Nc1c2c(nc3c1CCC3)CCC2	4	82	-1.3	89	25	.	-16	.	-4	3
OC1CCN(C(c2ccc3ncccc3c2)c2nnnn2C2CCCCC2)CC1 (configuration not stated)	1	96	-0.6	107&91	20	-8	-16	0	-9	1
CCSc1nnc(NC(=O)C2CCCN(S(=O)(=O)c3cnc[nH]3)C2)s1 (configuration not stated)	2	98	-2.1	94	9	.	-10	1	39	-1
CCNC(=S)NNC(=S)NCc1ccccc1	-1	93	-2.2	93	4	0	8	-2	-38	7
Cc1ccccc1OCCN1C(=O)NC2(CCCc3ccccc32)C1=O (configuration not stated)	5	83	-1.8	86	31	12	2	.	-2	-4
CCOC(=O)c1nnn(-c2ccccc2C#N)c1C	8	85	-2.9	92	3	.	-25	.	-9	18
NNC(=O)c1ccc([N+](=O)[O-])c(CS(=O)(=O)c2ccc(Cl)cc2)c1	-2	99	-0.3	94	16	-7	-14	1	-29	4
Next section
SMILES	NPY Y2 blocker	bCat KO growth	MRP-1 activ	PTEN del growth	Measles CPE	E-sel TNF inh	Yeast life ext	Phagocytosis inh	BB579 growth dn	GALR2 antag
O=C1CCC(=O)N1OCCCOc1ccc2c(c1)CCC2	0	96	0.0	102	7	12	-11	-1	-31	4
O=C(Nc1nc2ccccc2[nH]1)c1ccc(F)c(S(=O)(=O)N2CCOCC2)c1	3	75	-3.5	63	9	31	2	.	-15	-4
Cc1ccccc1Cn1c(CN2CCN(c3ccc(F)cc3)CC2)nc2c1c(=O)n(C)c(=O)n2C	1	80	-4.2	90	16	-38	-7	.	-25	18
Cc1ccc(S(=O)(=O)c2cnc(-c3ccccc3)nc2Oc2ccccc2)cc1	0	95	-2.2	79	8	.	3	0	-35	-2
CC(C)[C@H](NC(=O)OCc1ccccc1)C(=O)NCc1ccccc1	5	102	-2.1	94	3	.	8	-6	5	6
O=C(O)C1C2C=CC(C2)C1C(=O)NCc1ccc(Cl)c(Cl)c1 (configuration not stated)	8	91	-2.5	95	6	44	2	-4	-19	1
O=C1CN(C(=O)COC(=O)CCC(=O)c2ccc3c(c2)OCCO3)c2ccccc2N1	8	92	-2.3	90	4	.	-9	-1	-27	13
